Screens (PubChem)
HTT aggregate – qHTS Multiplex Assay to Identify Dual Action Probes in a Cell Model of Huntington: Aggregate Formation (GFP); PC12 HttQ103-GFP aggregates, Acumen cytometry, 40 h; Potency, µM (titrated, usually from 46.1 µM), for the others: at the highest dose activity change, negative = inhibition, usual class: inhibitors; 1.1% of 220,000 active; AID 1688, 2009; note: potency is the fitted concentration of half-maximal effect; % is set by controls: 0 for no effect and ±100 for the full control effect; nearly all actives have a fitted effect of over 60% in size
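Steps: seed 1500 PC12 HTTQ103-GFP cells/well; add tebufenozide, 100 nM final; add compound titration; add ATPLite reagent; quantify GFP aggregates by laser scanning cytometry.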
Lamin A splicing – qHTS Assay for Modulators of Lamin A Splicing; 0.01% of 200,000 active; HeLa LMNA splicing GFP/RFP minigene ratio, 48 h; Potency, µM (titrated, usually from 46.1 µM), for the others: top-dose ratio change, negative = inhibition, usual class: inhibitors; active = well fitted inhibition curve with a large enough effect in the signal ratio, with a control signal flat, not every such curve was filed as active; inconclusive = small, poorly fitted or top-dose-only effect, or effect the other way, or a change in a side signal; the % refers to the signal ratio; note: potency is the fitted concentration of half-maximal effect; % is set by controls: 0 for no effect and ±100 for the full control effect
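S3 HeLa cells stably expressing lamin A-EGFP splicing minigene plus DsRed2, 600 cells/well, 48 h compound exposure at 37C. Laser-scanning cytometry; analysed as GFP (500-530 nm)/RFP (575-640 nm) total intensity ratio; 0.5% DMSO vehicle.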
CBFb RUNX1 block – qHTS Assay for Compounds Blocking the Interaction Between CBF-beta and RUNX1 for the Treatment of Acute Myeloid Leukemia; AlphaScreen CBFb-His/RUNX1-biotin binding, biochemical; Potency, µM (top dose mostly 59.8 µM), without a hit: at the highest dose activity, negative = inhibition, most hits filed as inhibitors; 230,000 tested, under 10 active; note: % of control where 0% means no effect
Target sequence (Q01196 whole entry, looked up): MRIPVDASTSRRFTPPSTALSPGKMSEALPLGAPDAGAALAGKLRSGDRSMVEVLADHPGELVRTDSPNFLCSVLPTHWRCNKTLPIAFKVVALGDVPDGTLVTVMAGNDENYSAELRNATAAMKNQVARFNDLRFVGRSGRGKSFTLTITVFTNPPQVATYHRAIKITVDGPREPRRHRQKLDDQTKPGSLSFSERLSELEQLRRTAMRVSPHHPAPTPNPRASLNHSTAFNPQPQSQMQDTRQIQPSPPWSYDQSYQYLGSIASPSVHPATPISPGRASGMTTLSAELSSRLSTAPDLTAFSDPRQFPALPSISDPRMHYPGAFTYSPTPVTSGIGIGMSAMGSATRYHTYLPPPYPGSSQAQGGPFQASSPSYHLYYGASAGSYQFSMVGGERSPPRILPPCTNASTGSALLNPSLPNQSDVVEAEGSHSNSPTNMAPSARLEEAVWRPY
Target sequence (Q13951 whole entry, looked up): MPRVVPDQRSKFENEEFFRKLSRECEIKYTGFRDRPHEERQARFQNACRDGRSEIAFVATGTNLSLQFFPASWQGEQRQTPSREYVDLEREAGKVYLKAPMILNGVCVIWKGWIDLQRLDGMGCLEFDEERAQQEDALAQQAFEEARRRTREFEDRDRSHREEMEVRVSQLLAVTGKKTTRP
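Bead-based AlphaScreen assay; binding partners His-tagged CBF-beta and biotinylated RUNX1 at 30 nM each. Compound exposure 15 min after a 20-min protein preincubation; bead step 90 min; all steps at room temperature.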
SMN2 splice up – qHTS Assay for Enhancers of SMN2 Splice Variant Expression | Potency, µM (highest dose often 46.1 µM), for inactives: at the top dose activity change, positive = activation, actives largely listed as activators | AID 1458, 2008 | 2.8% of 210,000 active | HEK293 SMN2-luciferase splicing reporter, luminescence, 30-36 h; note: potency is the fitted concentration of half-maximal effect; % of control where 0% means no effect; nearly all actives have a fitted effect of over 55% in size
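qHTS luciferase splicing reporter: luminescence rises when SMN2 exon 7 is included in transfected HEK293 cells. Compound exposure lasted 30-36 h at 37C, with 4.5 mM final sodium butyrate as control, followed by a ONE-Glo read.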
Luc counter – Counterscreen for Luciferase (Kinase-Glo TM) Inhibition; 0.28% of 200,000 active; Luciferin 4-monooxygenase (Photuris pensylvanica), Q27757; Potency, µM (top dose mostly 38.3 µM), for inactives: at the highest dose activity change, negative = inhibition, usual class: inhibitors; Kinase-Glo luciferase, ATP luminescence, 8 min; note: potency is the fitted concentration of half-maximal effect; % is set by controls: 0 for no effect and ±100 for the full control effect; nearly all actives have a fitted effect of over 60% in size
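Recombinant Kinase-Glo luciferase, 10 uM ATP (linear range), luciferin; imidazole pH 7.2 / KCl / MgCl2 / Tween / BSA buffer; 8 min RT; luminescence.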
HTT ATP protect – qHTS Multiplex Assay to Identify Dual Action Probes in a Cell Model of Huntington: Cytoprotection (ATP). PC12 HTT-Q103 induced, cytoprotection, ATP luminescence, 40 h. Potency, µM (highest dose often 56.4 µM), without a hit: cytoprotection (ATP increase), hits mostly activators. 0.14% of 230,000 active;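 note: potency is the fitted concentration of half-maximal effect; % of control where 0% means no effect; nearly all actives have a fitted effect of over 45% in size; toxic huntingtin expression switched on by the ecdysone agonist tebufenozide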
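PC12 cells with ecdysone-inducible HTT exon 1 Q103-GFP, induced with 100 nM tebufenozide and co-treated with library compounds in a dose series (1536-well, 1500 cells/well). Cytoprotection read as ATP content by ATPlite luminescence.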
IMPase Li cell – qHTS Assay for Identifying the Cell-Membrane Permeable IMPase Inhibitors: Potentiation with Lithium | CHO-M1 cells, IP1 TR-FRET (IP-One), carbachol + lithium | Potency, µM (series often up to 59.4 µM), for the others: top-dose activity, negative = IMPase inhibition, actives largely listed as inhibitors | 0.35% of 210,000 active;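 note: IP1 builds up when IMPase is blocked and the TR-FRET signal falls; potency is the fitted concentration of half-maximal effect; plate controls were basal vehicle for no effect and high inhibitor control for full effect; nearly all actives have a fitted effect of over 50% in size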
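Concentration–response in CHO-M1 cells, lithium-potentiated; 30 min at 37C. IP1 detected by competitive TR-FRET after 10 min lysis at RT. Hill-fitted AC50.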
Numbers without * were called inactive; ? = inconclusive; / = not tested or not shown; & = joins results of further samples; [ ] = remark or other dose. Unless noted, calls come from the whole dose curve; as a rule, active = well fitted curve in the direction sought with a large enough effect; inconclusive = small, poorly fitted or top-dose-only effect, or another doubt; inactive = no such curve, though single readings can be large; an effect the other way counts as inactive or inconclusive. Compounds were not picked by outcome; 4% or so of the library scored in one or more.

SMILES,Luc counter,HTT aggregate,Lamin A splicing,CBFb RUNX1 block,SMN2 splice up,HTT ATP protect,IMPase Li cell
CCc1cccc(NC(=O)CCSCCC(=O)Nc2cccc(CC)c2)c1,-1.4%,-8.2%,-9.8%,2.9%,0.2%,-13.9%,9.8%[38.3 µM]
O=C(C[n+]1cccc(O)c1)Nc1ccc(Br)cc1,3.9%,7.8%,3.1%[46 µM],9.7%,1.2%,-25.2%,0.4%
O=C(Cn1c(SCC(=O)NC2CCCC2)nnc1-c1ccncc1)Nc1ccc2c(c1)OCO2,-3.3%,1.3%,1.4%,7.5%,-2.2%,-11.8%[10 µM],-4.3%[38.3 µM]
CC(CCCC(C)(C)O)NC(=O)c1ccc(OC2CCN(C(=O)C3CC3)CC2)cc1 (configuration not stated),8.9%,10.9%,?,14.6%,/,12.2%,3.2%
COC(=O)CSc1nc2cc(Cl)ccc2c(=O)n1C1CCCC1,2.4%,1.0%,9.6%,17.3%,2.2%,-20.9%[10 µM],14.8%[38.3 µM]
CCOC(=O)CC1=CC(C)(CC(=O)OCC)C(C#N)(C#N)C(N)=C1C#N (configuration not stated),6.3%,4.7%,-10.5%,9.9%,1.0%,5.0%[10 µM],-2.3%
COC(=O)c1sccc1NC(=S)Nc1ccc(F)cc1F,2.9%,23.4%[9.22 µM],11.9%[46 µM],5.2%,-1.4%,33.5%[10 µM],5.7%
O=C(COC(=O)c1ccccc1NC(=O)c1ccco1)NCc1ccc2c(c1)OCO2,0.9%,-17.6%,9.5%,3.6%,9.1%,-4.8%,15.8%[38.3 µM]

SMILES,Luc counter,HTT aggregate,Lamin A splicing,CBFb RUNX1 block,SMN2 splice up,HTT ATP protect,IMPase Li cell
O=C(Sc1ccccc1)c1cccc(Cn2cc(C(F)(F)F)ccc2=O)c1,/,-14.4%[9.22 µM],/,5.8%,/,7.6%[10 µM],/
COC(=O)c1ccc(N)nc1,-0.5%,26.2%,14.1%[46 µM],-3.3%,0.1%,-0.8%,-7.5%
c1ccc(-n2c(-c3ccco3)nnc2-c2ccco2)cc1,14.5%,-5.0%,-10.7%,-2.5%,6.2%,-1.3%,31.1%[activator][38.3 µM]
O=C(/C=C\c1ccc2c(c1)OCO2)NC1(C(=O)Nc2ccc3c(c2)OCO3)CCCCC1,-3.0%,-1.4%,?,-12.4%,10.6%,/,2.6%
Cc1nc2c(sc3nc4c(cc32)COC(C)(C)C4)c(=O)n1Cc1ccccc1,-1.6%,?,-6.6%,-2.9%,-35.6%[inhibitor],-39.2%[inhibitor],28.2%[38.3 µM]
Nc1ccc(S(=O)(=O)c2ccc(NC(=O)c3cccnc3)cc2)cc1,-6.1%[7.66 µM],/,/,/,3.9%[9.22 µM],10.1%[10 µM],2.5%
Cc1cc(/C=N/NC(=O)c2cccc(F)c2)c(C)n1-c1ccccc1,-6.7%,14.7%,-11.9%[46 µM],-0.1%,26.8%,-29.7%,7.2%
Cc1sc2nc(COC(=O)c3ccc(N4CCCC(C)C4)c([N+](=O)[O-])c3)[nH]c(=O)c2c1C (configuration not stated),2.6%,12.9%,?,-3.0%,-5.1%,18.8%[10 µM],6.9%

In the list so far, 2 have an aryl thioether with sulfur outside any ring.
SMILES,Luc counter,HTT aggregate,Lamin A splicing,CBFb RUNX1 block,SMN2 splice up,HTT ATP protect,IMPase Li cell
O=C(Cn1c(SCC(=O)NC2CCCC2)nnc1-c1ccncc1)Nc1ccc2c(c1)OCO2,-3.3%,1.3%,1.4%,7.5%,-2.2%,-11.8%[10 µM],-4.3%[38.3 µM]
COC(=O)CSc1nc2cc(Cl)ccc2c(=O)n1C1CCCC1,2.4%,1.0%,9.6%,17.3%,2.2%,-20.9%[10 µM],14.8%[38.3 µM]

More compounds
SMILES,Luc counter,HTT aggregate,Lamin A splicing,CBFb RUNX1 block,SMN2 splice up,HTT ATP protect,IMPase Li cell
NC(=O)c1ccccc1Nc1nc2nc3ccccc3c(=O)n2cc1Br,/,-21.7%[9.22 µM],/,12.5%,/,-11.8%[10 µM],/
CC(=O)C1C(c2ccc([N+](=O)[O-])cc2)c2c(noc2C)CC1(C)O (configuration not stated),/,3.9%[9.22 µM],/,4.0%,/,-8.0%[10 µM],/
Cc1ccc2c(c1)c(C)c(C)n2CC(O)CN1CCCCC1C (configuration not stated),-3.3%,-9.0%,-1.0%,-3.9%,-11.8%,0.5%,9.0%[38.3 µM]
COC(=O)c1ccc(Nc2nc(C)cc(=O)[nH]2)cc1,3.6%,-6.9%,-3.2%,3.1%,?,-5.3%,3.7%[38.3 µM]
NC(=O)CC(NC(=O)Cc1ccc(Br)cc1)c1ccc(NC2CCCC2)c([N+](=O)[O-])c1 (configuration not stated),/,-13.5%[9.22 µM],/,18.3%,/,25.3%[10 µM],/
Cn1cc(S(=O)(=O)N2CCC3(CC2)OCCO3)c(=O)n(C)c1=O,/,11.9%[9.22 µM],/,13.7%,/,-8.9%[10 µM],0.9%
O=C(CCl)Nc1cc2[nH]c(=O)[nH]c2cc1Br,0.5%,?,?,-5.3%,-60.4%[inhibitor],-139.7%[inhibitor],-0.2%
O=C(NCCc1ccc(Cl)cc1)C1CCC(=O)N1Cc1ccc(F)cc1 (configuration not stated),-1.9%,-21.0%,-1.4%,1.8%,-7.0%,-1.6%,-0.1%[38.3 µM]

SMILES,Luc counter,HTT aggregate,Lamin A splicing,CBFb RUNX1 block,SMN2 splice up,HTT ATP protect,IMPase Li cell
Cc1nc(-c2ccc(S(=O)(=O)Oc3ccccc3Cl)s2)cs1,/,9.6%[9.22 µM],9.8%[46 µM],14.2%,/,3.7%[10 µM],/
Cc1cc(C)n(CC(O)COc2c(C)cccc2C)n1 (configuration not stated),-6.5%,/,?,5.9%,-2.4%,/,7.8%
CC12CCCCC1N(O)C(=O)C(=O)N2O (configuration not stated),0.6%,-2.3%,-8.3%,2.1%,-4.7%,20.9%[10 µM],-8.2%
Cc1cccc(C)c1NC(=O)c1ccc(CN2CCc3ccccc3C2)cc1,-3.1%,?,-8.3%,1.4%,-16.5%,-2.1%,23.3%[38.3 µM]
COc1cccc(Nc2ncc3nc(-c4cc(F)cc(F)c4)c(=O)n(CCC#N)c3n2)c1,-2.8%,/,/,/,-15.3%,-8.2%,-13.8%
CC1=C(C(=O)N(C)C)C(c2ccc(C)s2)NC(=S)N1 (configuration not stated),-3.9%,13.7%,17.9%[46 µM],6.6%,4.3%,-40.2%,-9.9%
CC(=O)NCCNc1nc(-c2ccccc2Cl)nc2ccccc12,-1.5%,/,-6.1%,/,1.0%,-14.9%,14.8%
COc1ccccc1NC(=S)Nc1ccccn1,3.9%,20.1%,-7.1%,-5.2%,?,10.7%[10 µM],8.6%

SMILES,Luc counter,HTT aggregate,Lamin A splicing,CBFb RUNX1 block,SMN2 splice up,HTT ATP protect,IMPase Li cell
CCOC(=O)c1ccc(NS(=O)(=O)c2ccc3c(c2)oc(=O)n3C)cc1,1.4%,-12.3%,?,-4.3%,-16.3%,13.9%,4.8%
O=C(Cc1cccc2ccccc12)N/N=C/c1ccncc1,2.9%,9.1%[9.22 µM],/,-4.6%,/,14.3%[10 µM],0.7%
CCCCCCCCCCCCC(C(=O)O)C(C)C(=O)O (configuration not stated),-2.3%,/,/,21.0%,-4.6%,4.9%,22.1%
O=C(COc1ccccc1[N+](=O)[O-])Nc1ccc(N2CCN(C(=O)c3cccs3)CC2)cc1,0.5%,-12.4%,/,-26.8%,/,-24.6%,24.3%
NC(=O)C(=O)N/N=C/c1cccc(C(F)(F)F)c1,1.4%,4.7%,13.3%[46 µM],-1.0%,7.4%,1.8%,16.2%
COCCN(Cc1cc2c(C)cc(C)cc2nc1Cl)C(=O)c1ccccc1F,-3.7%,?,7.1%[9.22 µM],1.4%,-33.3%[inhibitor],-78.7%[inhibitor],15.3%
Cc1cc(NC(=O)CN2CCOCC2)n(-c2ccccc2)n1,/,-13.2%[9.22 µM],/,16.5%,/,29.0%[10 µM],/
CC1=C(C)CC(C(=O)Nc2nc(-c3ccc(C)cc3C)c(C)s2)C(C(=O)O)C1 (configuration not stated),0.5%,14.8%,?,-4.4%,10.9%,/,-1.0%

Full records as entered above:
`CC1=C(C)CC(C(=O)Nc2nc(-c3ccc(C)cc3C)c(C)s2)C(C(=O)O)C1` (configuration not stated) in the list: Luc counter: 0.5%; HTT aggregate: 14.8%; Lamin A splicing: ?; CBFb RUNX1 block: -4.4%; SMN2 splice up: 10.9%; HTT ATP protect: /; IMPase Li cell: -1.0%
`CCCCCCCCCCCCC(C(=O)O)C(C)C(=O)O` (configuration not stated) in the list: Luc counter: -2.3%; HTT aggregate: /; Lamin A splicing: /; CBFb RUNX1 block: 21.0%; SMN2 splice up: -4.6%; HTT ATP protect: 4.9%; IMPase Li cell: 22.1%

(continued)
SMILES,Luc counter,HTT aggregate,Lamin A splicing,CBFb RUNX1 block,SMN2 splice up,HTT ATP protect,IMPase Li cell
O=C(NCCN1CCCC1)c1ccccc1Cl,0.4%,9.4%[9.22 µM],/,1.5%,/,?,-4.1%
COc1ccc(/C=C2\SC(=O)NC2=S)cc1OC,-1.7%,-23.0%,?,?,-13.1%,-14.6%[10 µM],16.6%
CCc1ccc(N2C(=O)CC(N3CCN(Cc4ccc5c(c4)OCO5)CC3)C2=O)cc1 (configuration not stated),-0.3%,/,?,-1.3%,-8.0%,/,11.3%
OCCCNc1nc(-c2ccc(Cl)cc2)nnc1-c1ccc(Br)cc1,-3.3%,-23.4%,?,-10.9%,-4.6%,/,12.7%
O=C(Nc1ccc(-n2cnnn2)cc1)C1CCC1,-1.7%,?,0.4%,-3.4%,-13.5%,0.0%,4.5%[38.3 µM]
CC(=O)Nc1ccc(S(=O)(=O)NC2(C(F)(F)F)NC(=O)N(c3ccc(Cl)cc3)C2=O)cc1 (configuration not stated),-0.1%,12.1%,11.2%,1.0%,6.7%&-9.6%,-8.3%,-0.6%[38.3 µM]
O=C(COc1ncnc2ccccc12)Nc1ccc(S(=O)(=O)N2CCOCC2)cc1,/,3.2%[9.22 µM],/,2.1%,/,16.1%[10 µM],/
O=C(O)COc1ccc(F)cc1Br,/,-4.7%[9.22 µM],/,1.6%,/,25.4%[10 µM],/
